Screening data (PubChem BioAssay)
PI5P4K alpha inh: PI5P4K alpha (human) kinase inhibition; P48426; PI5P4Kalpha enzyme, ADP-Glo luminescence, 60 min; hits give low values; max response, %; 330,000 compounds, 1.2% hits; AID 652105; active = max response of -50% or lower; inconclusive = between -30% and -50%; inactive = -30% or higher; note: value at the top dose of about 77 µM; % is set by controls: 0 for no effect and ±100 for the full control effect
Target sequence (P48426 whole entry, looked up): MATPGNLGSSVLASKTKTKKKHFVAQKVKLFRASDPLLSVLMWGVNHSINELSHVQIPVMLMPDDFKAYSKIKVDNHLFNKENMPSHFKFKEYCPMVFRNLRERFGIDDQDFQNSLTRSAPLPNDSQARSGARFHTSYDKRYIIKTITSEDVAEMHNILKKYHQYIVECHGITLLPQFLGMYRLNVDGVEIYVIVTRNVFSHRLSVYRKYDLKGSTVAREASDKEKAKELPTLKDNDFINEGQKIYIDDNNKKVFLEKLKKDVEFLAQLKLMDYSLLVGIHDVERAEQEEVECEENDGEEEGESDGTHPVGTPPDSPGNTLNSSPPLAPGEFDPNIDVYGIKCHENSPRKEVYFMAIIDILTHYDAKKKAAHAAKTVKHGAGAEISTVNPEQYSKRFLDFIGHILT
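Luminescence from ADP-Glo served as readout of PI5P4Kalpha activity in a qHTS format. Reaction: enzyme, substrate, compound, ATP at 5 microM final, 60 min at RT.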
WRN inhibitor: inhibitors of human WRN helicase. WRN helicase unwinding, fluorescent forked duplex, kinetic. Potency, µM (series often up to 114 µM), for the others: top-dose activity change, negative = inhibition, hits mostly inhibitors. 360,000 compounds, 0.46% hits; note: potency is the fitted concentration of half-maximal effect; % is set by controls: 0 for no effect and ±100 for the full control effect; nearly all actives have a fitted effect of over 55% in size
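Kinetic red-fluorescence monitoring (525/598 nm) tracks WRN helicase activity after 100 nM fluorophore-quencher forked duplex and 2 mM ATP are added to 20 nM enzyme pretreated 15 min at room temperature with compound.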
EPAC2 antagonist: antagonists of human EPAC2 | Q8WZA2 | EPAC2 GEF exchange of Rap1B-BODIPY-GDP, fluorescence | Potency, µM (doses to about 114 µM), inactives show top-dose activity, negative = inhibition, actives largely listed as inhibitors | 360,000 compounds, 0.18% hits; note: potency is the fitted concentration of half-maximal effect; % is set by controls: 0 for no effect and ±100 for the full control effect; nearly all actives have a fitted effect of over 45% in size; many of its hits are not listed in these tables
PLK1 PBD block: blocks phosphopeptide binding to human PLK1 polo-box domain | P53350 | Plk1 PBD binding of FITC phosphopeptide, fluorescence polarization | Potency, µM, for the others: max response, negative = inhibition, hits mostly inhibitors | 360,000 compounds, 2.8% hits | AID 720504; note: potency is the fitted concentration of half-maximal effect; series mostly up to about 57 µM; % is set by controls: 0 for no effect and ±100 for the full control effect; nearly all actives have a fitted effect of over 65% in size
Target sequence (P53350 whole entry, looked up, the tested form may be a part): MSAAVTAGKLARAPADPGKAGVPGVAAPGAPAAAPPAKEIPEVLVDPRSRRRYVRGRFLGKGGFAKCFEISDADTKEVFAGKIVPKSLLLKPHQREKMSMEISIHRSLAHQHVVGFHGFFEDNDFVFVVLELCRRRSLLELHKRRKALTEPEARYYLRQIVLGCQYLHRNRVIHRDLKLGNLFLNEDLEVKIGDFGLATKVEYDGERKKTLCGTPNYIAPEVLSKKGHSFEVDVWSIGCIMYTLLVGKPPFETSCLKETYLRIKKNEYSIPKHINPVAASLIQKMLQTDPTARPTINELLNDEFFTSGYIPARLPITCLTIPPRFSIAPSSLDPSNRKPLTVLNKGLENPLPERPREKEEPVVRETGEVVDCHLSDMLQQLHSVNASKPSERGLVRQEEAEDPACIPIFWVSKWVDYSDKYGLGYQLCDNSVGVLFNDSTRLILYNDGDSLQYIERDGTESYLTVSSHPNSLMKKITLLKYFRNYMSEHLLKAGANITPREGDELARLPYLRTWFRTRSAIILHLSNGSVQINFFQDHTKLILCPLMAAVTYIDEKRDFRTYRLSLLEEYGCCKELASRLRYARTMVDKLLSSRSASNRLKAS
EPAC1 antagonist: EPAC1 (human) antagonism | Potency, µM (titrated, usually from 115 µM), for inactives: at the top dose activity change, negative = inhibition, hits mostly inhibitors | O95398 | EPAC1 GEF assay, Rap1b-BODIPY-GDP exchange fluorescence | 360,000 compounds, 0.14% hits;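 note: potency is the fitted concentration of half-maximal effect; plate controls were vehicle for no effect and positive control for full effect; nearly all actives have a fitted effect of over 50% in size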
CCT chaperon mod: cytosolic chaperonin activity modulation; 360,000 compounds, 0.3% hits; AID 651819; activity change, % (test concentration not listed), hits read low; purified chaperonin ATPase assay, HTRF ADP detection, 30 min; in the data active = activity change below about -30%; note: % is set by controls: 0 for no effect and ±100 for the full control effect
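TRiC at 40 or 20 nM final (batch-dependent) in 30 mM Tris pH 7.4, 100 mM KCl, 5 mM MgCl2, 1 mM DTT, with compound at single 76 uM and 10 uM ATP, 30 min at 37 deg C. ADP detected by HTRF Transcreener, 665/615 ratio.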
Mm-Cpn inhibitor: inhibitors of Methanococcus maripaludis chaperonin (MmCpn); AID 504842; 330,000 compounds, 0.031% hits; purified Mm-Cpn ATPase, ADP Transcreener TR-FRET; Potency, µM (top dose mostly 76.9 µM), for the others: top-dose activity, negative = inhibition, actives largely listed as inhibitors; note: potency is the fitted concentration of half-maximal effect; % is set by controls: 0 for no effect and ±100 for the full control effect; nearly all actives have a fitted effect of over 80% in size
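25 nM Mm-CPN + cpd, 10 min 37°C; + 10 uM ATP, 30 min 37°C; buffer 30 mM Tris pH 7.4, 100 mM KCl, 5 mM MgCl2, 1 mM DTT; Transcreener ADP HTRF detection 30 min RT.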
EPAC1 ag: EPAC1 (human) agonism; O95398; EPAC1 agonist qHTS, biochemical assay; response scale: 100% = response to 6.5 mM cAMP; Potency, µM (doses to about 154 µM), inactives show top-dose activation, usual class: activators; 360,000 compounds, 0.073% hits; note: potency is the fitted concentration of half-maximal effect; nearly all actives have a fitted effect of over 60% in size
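Nucleotide exchange assay: 100 nM EPAC1 with 250 nM Rap1B loaded with BODIPY-GDP and 50 uM GDP, room temperature. Fluorescence (480/540 nm) read every 5 min for 30 min; signal change normalized to 6.5 mM cAMP as full agonist.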
* marks the source's active call; other numbers are inactive results; ? = inconclusive; . = no result given; & = joins results of further samples; [ ] = dose if it differs, or a comment. Unless noted, calls come from the whole dose curve; as a rule, active = well fitted curve in the direction sought with a large enough effect; inconclusive = small, poorly fitted or top-dose-only effect, or another doubt; inactive = no such curve, though single readings can be large; an effect the other way counts as inactive or inconclusive. These rows are one share of the data. The share of hits here may be higher or lower than overall.

SMILES	PI5P4K alpha inh	WRN inhibitor	EPAC2 antagonist	PLK1 PBD block	EPAC1 antagonist	CCT chaperon mod	Mm-Cpn inhibitor	EPAC1 ag
Cc1cc([N+](=O)[O-])ccc1NC(=O)Nc1ccc(F)cc1F	-6	8%	-10%	-3%	3%	0.5	0%	-6%
COc1ccc(-c2nc3ccccc3n2OC(C)C(=O)O)cc1 (configuration not stated)	-10	5%	-4%	-1%	8%	-0.5	-3%	4%
CCc1ccc(NC(=O)C2CCN(S(=O)(=O)c3c(C)noc3C)CC2)cc1	0	0%	-3%	-8%	-4%	0.8	0%	4%
CCN1CCN(C(=O)c2cc(-c3cccnc3)nc3ccc(Br)cc23)CC1	2	4%	-3%	-6%	5%	-0.1	-3%	11%
O=C(CSc1nc2ccccc2[nH]1)Nc1nc(-c2ccccc2)c(-c2ccccc2)o1	-1	-9%	-4%	-1%	6%	0.5	-3%	-1%
COc1cc(C(C(=O)NC2CCCCC2)N(CCN2CCOCC2)C(=O)C2COc3ccccc3O2)cc(OC)c1OC (configuration not stated)	4	9%	38%[activator]	-3%	-1%	-0.1	0%	-2%
CC(CNc1ccc(Cl)cc1)(CNc1ccc(Cl)cc1)[N+](=O)[O-]	22	4%	-8%	-3%	-12%	-0.3	.	16%
Cc1cc(C)cc(SCc2noc(C(=O)NCCN(C)C)c2C(=O)NCCN(C)C)c1	2	-5%[57.1 µM]	17%	-3%	-4%	1.8	.	-2%
CC(=O)N(CC1CCCO1)c1nnc(-c2cnccn2)s1 (configuration not stated)	1	-3%	-5%	-5%	-13%	-0.1	0%	-6%
O=c1cc(CSc2ccc(S(=O)(=O)N3CCCCC3)cn2)nc2sccn12	2	-9%	-2%	-20%	-6%	0.2	-4%	6%
Cc1sc2ncn(CC(=O)NCCCC(=O)N3CCN(c4ccccn4)CC3)c(=O)c2c1C	-1	7%	4%	0%	5%	0.5	-3%	-3%
CCOc1ccc(NC(=O)CN(C)C(=O)c2cc(-c3ccncc3)nc3ccccc23)cc1OCC	-2	5%	12%	-2%	11%	-0.2	0%	-8%
CC(=O)N1CCN(c2ccc(NC(=O)c3ccc4c(c3)OCO4)cc2)CC1	-1	-9%	22%	-5%	4%	-1.0	-3%	4%
COc1ccc(-c2cc(Cl)cc3c(=O)c4ccccc4n(C)c23)cc1F	10	6%	-6%	-13%	-1%	-2.4	-3%	-2%
O=C(CSc1nc2ncc(Br)cc2[nH]1)Nc1ccc2c(c1)OCO2	-14	-34%[57.1 µM]	2%	-17%	5%	-1.9	-2%	-6%
O=C(O)C1=C(OCc2ccccc2)C(=O)NCC1	1	-2%	-7%	-21%	-8%	1.2	0%	-2%
O=C(c1ccco1)N(Cc1cccc(F)c1)C1CCS(=O)(=O)C1 (configuration not stated)	2	-1%	-5%	-3%	13%	-0.4	2%	12%
Cc1noc(C)c1NC(=O)N(C)C[C@H]1Oc2ccc(NS(=O)(=O)c3ccc(F)cc3)cc2C(=O)N([C@H](C)CO)C[C@@H]1C	-4	1%	2%	-15%	-9%	-1.9	0%	-9%
CCC1(C)Cc2ccccc2-c2nc(NCCCO)[nH]c(=O)c21 (configuration not stated)	-1	3%	1%	-27%	3%	-4.5	-2%	12%
Cc1ccc(C)c(NS(=O)(=O)c2csc(C(N)=O)c2)c1	-7	-18%	-6%	-7%	-13%	-0.6	2%	6%

2 of the compounds above, with bars between the fields:
compound | PI5P4K alpha inh | WRN inhibitor | EPAC2 antagonist | PLK1 PBD block | EPAC1 antagonist | CCT chaperon mod | Mm-Cpn inhibitor | EPAC1 ag
O=C(O)C1=C(OCc2ccccc2)C(=O)NCC1 | 1 | -2% | -7% | -21% | -8% | 1.2 | 0% | -2%
O=C(c1ccco1)N(Cc1cccc(F)c1)C1CCS(=O)(=O)C1 (configuration not stated) | 2 | -1% | -5% | -3% | 13% | -0.4 | 2% | 12%

(continued)
SMILES	PI5P4K alpha inh	WRN inhibitor	EPAC2 antagonist	PLK1 PBD block	EPAC1 antagonist	CCT chaperon mod	Mm-Cpn inhibitor	EPAC1 ag
CCCCNC(=O)c1ccccc1Cl	.	-2%	7%	-1%	-2%	-0.8	1%	0%
COC(=O)c1c(N)[nH]c(C(=O)c2ccccc2)c1-c1ccccc1Br	-2	-3%	4%	-10%	-26%	0.5	.	10%
CC(C)c1ccc(NS(=O)(=O)c2cccc3cccnc23)cc1	-1	-1%	15%	-2%	-2%	-1.2	?	-12%
NC(=S)Nc1ccc2cn[nH]c2c1	5	1%	2%	1%	9%	-5.6	1%	-5%
COc1ccc(N2CCN(c3cc(=O)n(Cc4ccc(F)cc4)c(=O)[nH]3)CC2)cc1	4	-10%	7%	-13%	-22%	-3.4	-4%	-5%
O=C1c2ccccc2-c2nc3ccccc3n21	1&7	?	3%&-2%	-11%&-10%	11%&-6%	0.2&-1.0	-4%	4%&4%
CCOc1ccc2nc(Cl)c(CN(C(=O)c3cnccn3)C3CCCC3)cc2c1	1	-7%	-11%	-9%	3%	0.0	1%	9%
C=CCOC(=O)c1ccccc1C(=O)OCC1CO1 (configuration not stated)	-3	8%	-1%	-8%	9%	-0.7	.	12%
CC(=O)N/C(=C\c1ccc(Cl)cc1)C(=O)O	1	3%	6%	-2%	-16%	-1.7	-5%	0%
Fc1ccc(NC(=S)N/N=C/c2ccc(F)c(F)c2)c(F)c1	0	-1%	-6%	-2%	-2%	-1.5	-1%	4%
COc1ccc(CC(=O)Nc2ccc(S(=O)(=O)Nc3nccs3)cc2)cc1	-27	-29%	?	-21%	-10%	-0.3	2%	7%
COc1ccc(-n2nnc3c(=O)n(CC(=O)OCc4ccccc4)cnc32)cc1	3	3%	6%	3%	4%	-1.2	4%	2%
CC1=C(/C=C/C(C)=C/C=C/C(C)=C/C(=O)O)C(C)(C)CCC1	-1	-1%	-22%	?	2%	-2.2	-4%[15.4 µM]	-15%
CC1=Nn2c(nnc2-c2ccc(F)cc2)SC1	-12	8%	5%[57.1 µM]	-6%	-8%	-0.7	-4%	5%
CCOc1ccc(C(=O)Nc2cc(=O)n(C)c(=O)n2C)cc1	-1	4%	2%	-3%	1%	1.1	.	-4%
CCc1ccccc1N1C[C@@]23C=C[C@@H](O2)C(C(=O)OCC(C)C)[C@H]3C1=O (some centres not stated)	.	2%	8%	-1%	6%	-2.7	-6%	-7%
CCOc1cc(/C=C2\N=C(SCC)SC2=O)cc([N+](=O)[O-])c1OC(C)=O	-68*	-22%	-11%	27µM*	?	-1.1	2%	2%
NC(=O)CCn1ccc2ccccc21	-5	2%[57.1 µM]	8%	-5%	-19%	-0.2	-3%	6%
CCCn1c(CCl)nc2cc(S(=O)(=O)N3CCOCC3)ccc21	-3	9%	0%	1%	12%	-1.1	-3%	11%
C[C@@H](CO)NC(=O)c1[nH]cnc1C(=O)Nc1cccc(Cl)c1	3	-3%	8%	2%	0%	1.2	.	-8%
Cc1ccc(S(=O)(=O)N2CCC(C(=O)OCC(=O)Nc3cc(S(C)(=O)=O)ccc3Cl)CC2)cc1C	6	-3%	-9%	3%	-24%	-1.0	-11%	2%
CC(C)NC(=O)CSc1nnc2sc3ccccc3n12	.	3%	5%	-5%	5%	-0.7	0%	4%
O=[N+]([O-])c1cccc(CN2CCN(S(=O)(=O)Cc3ccccc3)CC2)c1	0	?	8%	-3%	-1%	-1.4	1%	6%
CCCc1cc(=O)n2[nH]c(NCc3ccccc3Cl)nc2n1	-3	-8%	-3%	-4%	1%	-21	-1%	4%
O=C(CCC(=O)N1CCOc2ccccc21)Nc1ccccc1Br	-6	4%	12%	-1%	-19%	0.8	0%	-6%
CC(C)OC(=O)CSc1nnc(-c2ccc(Cl)cc2Cl)o1	-6	6%	4%	3%	-15%	-3.1	-4%	1%
CCOC(=O)C1=C(C)NC(C)=C(C(=O)OCC)C1c1cc(N)ccc1OC(F)F	22	-5%	-10%	0%	-18%	0.8	-1%	0%
O=C(COC(=O)CCC(=O)c1cccs1)Nc1ccc(S(=O)(=O)N2CCOCC2)cc1	13	2%	3%	-6%	0%	-0.5	3%	5%
COc1cccc(NC(=O)N2C3CCCC2CC(NC(=O)C(C)(C)C)C3)c1 (configuration not stated)	0	3%	0%	2%	9%	-0.9	1%	15%
Cc1cc(-c2csc(NC(=O)c3ccc(C#N)cc3)n2)c(C)n1Cc1ccccc1	-20	-12%	22%	-10%	13%	0.0	-3%	-6%
COc1ccc(CCN(C)C(=O)C(CCSC)NC(=O)c2ccco2)cc1OC (configuration not stated)	0	-1%	2%	0%	5%	0.5	-4%	-1%
COc1cccc(CNc2ccc(F)c(Cl)c2)c1O	.	-13%	-12%	0%	-26%	-0.9	0%	10%
COc1ccc(N2CCN(C(=O)c3cc(=O)c4ccc(C)cc4o3)CC2)cc1	-6	2%	-8%	-15%	6%	0.6	-4%	-6%
CNC(=O)CN(c1cc(C)ccc1OC)S(=O)(=O)c1ccc(C)cc1	1	-1%	0%	-6%	-12%	-0.7	1%	2%
CCCCn1c(CCNC(=O)CC)nc2ccccc21	-4	11%	9%	4%	-2%	0.8	-2%	-1%
COc1ccc(CN2CCNC(=O)C2CC(=O)NCCc2cnccn2)cc1C (configuration not stated)	-1	-18%	10%	-3%	-9%	-0.7	2%	-1%
CSc1nnc(C(C)(C)C)c(=O)n1/N=C/c1ccccc1	9	1%	2%	-2%	4%	-0.9	1%	-14%
Cn1c(CNc2ccc(Cl)cc2)nnc1SCC#N	1	-12%	-1%	-7%	-5%	-0.8	1%	-4%
COc1cccc(C(=O)Nc2ccc3[nH]ncc3c2)c1	4	-3%	3%	-5%	-2%	-0.5	-3%	8%
COc1ccc(CN(CCC(c2ccc(F)cc2)C2CCOC(C)(C)C2)C(=O)c2ccco2)cc1 (configuration not stated)	5	-10%[57.1 µM]	?	-2%	-15%	2.6	-2%	8%
COc1ccc(O)c(/C=N/NC(=O)CCC(=O)Nc2ccc(F)cc2)c1	13	0%	-1%	2%	-5%	-7.9	-2%	3%
Cc1ccc(C(=O)NCC(=O)OCC(=O)NC2CCCCCCC2)cc1	4	5%	7%	2%	-9%	1.5	0%	-9%
CC(=O)n1cc(Nc2ccccc2C(=O)O)c2ccccc21	1	-16%	-7%	-5%	4%	2.7	3%	0%
COc1ccc(C2OCC(C)([N+](=O)[O-])CO2)cc1 (configuration not stated)	-5	-20%	9%	-4%	-6%	0.7	.	12%
Nc1nonc1-n1nnc(C(=O)N/N=C/c2ccc(F)cc2)c1-c1ccc2c(c1)OCO2	-3	3%	-13%	6%	6%	1.9	-1%	-8%
